Screens as filed in PubChem BioAssay.
CTSL1 counter = counter-screen for PFM18AAP inhibitors: inhibitors of F. hepatica cathepsin L1. recombinant F. hepatica cathepsin L1, Z-Leu-Arg-MCA fluorescence. inhibition, % at 5.96 µM. 300,000 compounds, 0.49% hits. AID 1906;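 active means inhibition above the mean of all tested compounds plus 3 SD, set per screening campaign, cut at about 17% in these data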;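 further: 0% = plate median of test compound wells and 100% = 1 µM Z-Phe-Ala-diazomethylketone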
EBNA-1 inh = blocks EBNA-1 binding to DNA. AID 1950. 300,000 compounds, 0.34% hits. inhibition, % at 14.8 µM. EBNA-1 DNA binding, fluorescence polarization; in the data active means inhibition above about 28%
PP5 inh = inhibitors of human protein phosphatase 5 (PP5). inhibition, % at 6.7 µM. purified PP5c, OMFP substrate fluorescence. P53041. 320,000 compounds, 0.18% hits;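 active means inhibition above the campaign's mean inhibition across all tested compounds plus 3 SD, cut at about 9.5% in these data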;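 further: 0% = DMSO only and 100% = 100 µM cantharidin control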
Target sequence (P53041 whole entry, looked up): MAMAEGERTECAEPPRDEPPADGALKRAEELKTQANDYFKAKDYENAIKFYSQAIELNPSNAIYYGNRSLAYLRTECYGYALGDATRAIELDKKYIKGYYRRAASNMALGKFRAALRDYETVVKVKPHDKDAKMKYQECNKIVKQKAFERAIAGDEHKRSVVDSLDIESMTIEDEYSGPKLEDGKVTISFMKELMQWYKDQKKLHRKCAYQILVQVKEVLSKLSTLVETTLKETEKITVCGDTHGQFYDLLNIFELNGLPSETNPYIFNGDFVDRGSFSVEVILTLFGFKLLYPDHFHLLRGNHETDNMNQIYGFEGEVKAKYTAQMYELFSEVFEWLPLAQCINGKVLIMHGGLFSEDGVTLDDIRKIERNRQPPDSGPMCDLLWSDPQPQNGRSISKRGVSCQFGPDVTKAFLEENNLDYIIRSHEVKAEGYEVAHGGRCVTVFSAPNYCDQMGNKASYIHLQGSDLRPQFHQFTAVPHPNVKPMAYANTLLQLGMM
CR mimetic SO = caloric restriction mimetics inhibiting age-related superoxide in yeast | S. cerevisiae aged cells, superoxide DHE fluorescence; hits give low values | superoxide response (% of plate mean), % at 10 µM | 330,000 compounds, 0.18% hits;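 active means superoxide response under a set limit, about three screen SD below normal, cut at about 65% in these data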;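 further: yeast aged for seven days with compound at 30 °C before DHE staining; 100% = average MFI of all compound-treated wells on the plate with controls excluded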
PP1 counter = counter-screen for PP5 inhibitors: inhibitors of human PP1-alpha; purified PP1alpha, OMFP fluorescence; P62136; AID 2235; 320,000 compounds, 0.9% hits; inhibition, % at 6.7 µM;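 active means inhibition above the mean inhibition of all tested compounds plus 3 SD, computed separately for each screening campaign, cut at about 15% in these data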
Target sequence (P62136 whole entry, looked up): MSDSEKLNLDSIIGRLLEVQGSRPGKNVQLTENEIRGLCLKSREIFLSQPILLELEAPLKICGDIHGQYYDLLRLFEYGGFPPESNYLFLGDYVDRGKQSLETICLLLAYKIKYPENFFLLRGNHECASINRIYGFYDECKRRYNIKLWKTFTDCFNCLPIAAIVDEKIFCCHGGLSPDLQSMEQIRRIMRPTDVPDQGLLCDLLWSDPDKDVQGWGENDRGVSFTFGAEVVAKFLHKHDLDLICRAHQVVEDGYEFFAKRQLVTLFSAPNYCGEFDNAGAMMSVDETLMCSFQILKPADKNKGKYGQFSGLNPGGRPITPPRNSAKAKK
GASC-1 inh = inhibitors of human GASC-1 (JMJD2C) demethylase | Q9H3R0 | GST-JMJD2C(1-420) H3K9me3 demethylation, DELFIA europium | inhibition, % at 2.35 µM | 330,000 compounds, 0.069% hits;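 active means more than half of a compound's replicate wells show inhibition beyond 50%, single wells judged on their own value; inconclusive means some, but no more than half, of replicates pass 50% inhibition; inactive means no replicate passes 50% inhibition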;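 further: signal counts dimethyl H3K9 product captured on neutravidin plate; 0% = median of DMSO wells and 100% = 0.3 times that DMSO median; strong numbers were not always called active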
HCV core dimer = blocks dimerization of HCV core protein; TR-FRET GST/Flag-core106 dimerization, 1536-well; inhibition, % at 5 µM; AID 1899; 300,000 compounds, 0.33% hits;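 active means inhibition above the mean of all tested compounds plus 3 SD, set per screening campaign, cut at about 45% in these data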
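Assay system: Tagged HCV core106 pair (GST and Flag) | Buffer or medium: KF-containing HEPES buffer, pH 7.45, DTT, CHAPS, BSA | Also added: Eu donor and XL665 acceptor anti-tag antibodies | Dosing: One concentration, 5 µM, in 0.5% DMSO | Timing: 4 h at 22.5 °C | Technique: TR-FRET 671 and 617 nm emission | Repeats: Singlicate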
ZTA counter = counter-screen for EBNA-1 inhibitors: inhibitors of Epstein-Barr virus ZTA; P03206; 320,000 compounds, 0.15% hits; inhibition, % at 11 µM; ZTA-DNA binding, fluorescence polarization; AID 2234; in the data active means inhibition above about 33%
Target sequence (P03206 whole entry, looked up): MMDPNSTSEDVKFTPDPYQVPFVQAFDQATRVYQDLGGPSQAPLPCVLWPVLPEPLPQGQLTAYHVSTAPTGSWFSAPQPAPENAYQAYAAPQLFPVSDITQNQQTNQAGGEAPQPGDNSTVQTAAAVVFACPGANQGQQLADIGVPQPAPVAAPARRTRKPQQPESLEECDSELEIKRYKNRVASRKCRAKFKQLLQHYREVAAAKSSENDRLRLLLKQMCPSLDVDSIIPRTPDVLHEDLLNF
TPT1 inh = C. albicans TPT1 enzyme inhibition | inhibition, % at 5 µM | AID 1962 | 300,000 compounds, 0.81% hits | recombinant caTPT1, FP RNA substrate dephosphorylation;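 active means inhibition above the mean of all tested compounds plus 3 SD, set per screening campaign, cut at about 24% in these data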;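 further: plate controls were DMSO alone for no effect and ferristatin control at 100 nM for full effect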
An asterisk follows results filed as active; ? = inconclusive; · = not tested or not shown.

SMILES | CTSL1 counter | EBNA-1 inh | PP5 inh | CR mimetic SO | PP1 counter | GASC-1 inh | HCV core dimer | ZTA counter | TPT1 inh
CC(=O)N1CCN(c2nc(-c3ccco3)c3c(c2C#N)CC(C)(C)SC3)CC1 | 2 | 0 | 1.9 | 114 | 2 | 13 | 30 | -1 | -2
COc1ccc(OCCCC(=O)OC(C)C(=O)Nc2ccccc2[N+](=O)[O-])cc1 (centres undefined) | -2 | 11 | -1.1 | 95 | -3 | -15 | 0 | 3 | -1
CCOC(=O)c1cc2sccc2n1CCCN1C(=O)c2ccccc2C1=O | 2 | -15 | 1.4 | 109 | 2 | 8 | -4 | 10 | 5
Cc1cc(C)n2nc(Sc3ncccc3[N+](=O)[O-])nc2n1 | 2 | 2 | 0.5 | 123 | -4 | -3 | 2 | 4 | -3
CC(=O)Nc1ccc(NC(=O)COc2ccc(S(=O)(=O)N3CCCC3)cc2)cc1 | -7 | 12 | 1.7 | 84 | -2 | -8 | 2 | 1 | 0
Cc1ccc(CNC(=O)C2CCN(S(=O)(=O)N3CCOCC3)CC2)cc1 | 1 | 9 | 1.6 | 98 | -5 | 5 | -2 | -16 | -4
Cc1ccc(C(=O)N/N=C/c2ccc(-c3cccc(C(F)(F)F)c3)o2)cn1 | 2 | -1 | 0.2 | 95 | 0 | 0 | -2 | -11 | 1
Cc1ccc(CN2CC(C(=O)Nc3cccc(S(=O)(=O)N4CCCCC4)c3)CC2=O)cc1 (centres undefined) | -2 | 2 | 0.1 | 104 | -3 | -3 | 42 | 13 | -3
Cc1ccc(Cl)cc1NC(=O)C(NS(=O)(=O)c1cccs1)c1ccccc1 (centres undefined) | 4 | 8 | -1.1 | 115 | -1 | 16 | 1 | 12 | 3
C/C(=N\NC(=O)c1ccc(CSc2nncn2C)cc1)c1cccs1 | 0 | 19 | 1.2 | 95 | -1 | -7 | -7 | -1 | 0
Cc1ccccc1NC(=O)/C=C/c1ccc([N+](=O)[O-])s1 | 4 | 1 | 0.4 | 95 | -1 | -3 | -5 | 33 | 7
O=C(O)CN1C(=O)NC2NC(=O)NC21 (centres undefined) | -1 | -2 | 0.5 | 92 | 0 | -2 | 0 | 0 | -4
CC(C)Cn1c2ccccc2c2cc(C(=O)O)ccc21 | 0 | 14 | -0.3 | 121 | 1 | 1 | 0 | 11 | 1
CN=C(C)/C(C(=O)OC)=C(/O)c1ccccc1F | 6 | -13 | 1.4 | 110 | -1 | 5 | 0 | -19 | 3
COc1ccc(C(CNC(=O)C(=O)NC2CCCCC2)N2CCN(C)CC2)cc1 (centres undefined) | -5 | -5 | -0.6 | 112 | -3 | 22 | -3 | -3 | -1
CC(=O)Nc1cccc(-c2cn3ccc(C)cc3n2)c1 | -7 | -1 | 3.3 | 78 | 0 | -12 | -1 | 6 | 1
O=C(CSCc1cccc(Br)c1)N=Nc1c(O)[nH]c2ccccc12 | -5 | -3 | 1.6 | 139 | -3 | 5 | 5 | -19 | 2
Cc1cc(NC(=O)CSc2nc(Cc3ccccc3)c(C)[nH]2)no1 | -2 | 3 | -1.2 | 110 | 2 | 13 | 10 | 11 | 4
O=C(CSc1nccn1Cc1ccco1)Nc1ccccc1F | -1 | 9 | 1.9 | 102 | -5 | 3 | 4 | 9 | -3
CCCc1c(C(=O)N/N=C/C(C)=C/c2ccccc2)nnn1-c1nonc1N | 9 | 8 | -0.6 | 102 | -2 | -23 | -5 | -8 | -1
CC(=O)c1ccc(NC(=O)CSc2nc(C3CC3)nc3ccccc23)cc1 | 1 | 0 | 1.2 | 96 | -1 | 2 | 8 | 3 | 1
CCC[C@@H]1C[C@@H](C(=O)NC(C(C)Cl)[C@H]2O[C@H](SC)[C@H](O)[C@@H](O)[C@H]2O)N(C)C1 (some centres undefined) | 0 | -3 | 0.8 | 98 | 0 | 5 | 4 | 0 | 0
COc1ccc2[nH]c3c(c2c1)CCN1C(=O)N([C@@H](C)C(=O)NC2CCN(Cc4ccccc4)CC2)C(=O)[C@]31C | 3 | -3 | 3.8 | 93 | -3 | 79 | 3 | -13 | 3
CN(C)S(=O)(=O)c1ccc(=S)[nH]c1 | -2 | -19 | 0.6 | 111 | -2 | 8 | 1 | -3 | 2
CCOc1cc(-c2ccccc2)nc(N)n1 | -2 | -10 | 1.7 | 108 | 2 | 5 | -5 | -5 | 0
The listing continues.
SMILES | CTSL1 counter | EBNA-1 inh | PP5 inh | CR mimetic SO | PP1 counter | GASC-1 inh | HCV core dimer | ZTA counter | TPT1 inh
CCCN1CCC(NC(=O)CC2C(=O)NCCN2Cc2cccc(OC)c2)CC1 (centres undefined) | 2 | 6 | -0.9 | 102 | -3 | 13 | -1 | 3 | -3
Cn1c(Cn2c(=O)sc3ccccc32)nnc1SCC(=O)Nc1ccc2c(c1)OCO2 | -1 | -1 | 0.2 | 94 | -2 | -5 | -1 | -4 | -2
Cc1cc(=O)oc2c3c(cc(OCC(=O)Nc4cccnc4)c12)OC(C)(C)CC3 | 2 | -2 | -0.1 | 104 | 1 | 0 | 2 | 0 | -4
Cc1nc(NC(=O)CSc2nccn2C)sc1C(=O)N(C)C | -4 | -3 | -0.6 | 100 | -1 | ? | -4 | 2 | -1
C[C@H](CO)NC(=O)[C@H](C)[C@H]1C[C@]1(C)[C@H](NC(=O)OCc1ccccc1)c1ccccc1 | -3 | 1 | 1.3 | 91 | 3 | -29 | 8 | -7 | -1
CN1CCc2c(sc3nc(SCC(N)=O)n(-c4ccc(Cl)cc4)c(=O)c23)C1 | -1 | -5 | 1.1 | 111 | 5 | 0 | 3 | -3 | 86*
Cc1ccc(N(CC(O)CN2CCCC2)S(=O)(=O)c2ccc(C)cc2)cc1 (centres undefined) | -4 | -10 | 0.9 | 114 | -5 | 1 | -3 | -10 | -3
COCCNc1nc(SCc2ccccc2)nc2sc3c(c12)CCC3 | -4 | -1 | 3.7 | 107 | 3 | 0 | -11 | -6 | -1
O=C(Oc1ccc(-c2nnco2)cc1)C1CCN(C(=O)c2ccc(F)cc2)CC1 | 2 | 8 | 2.4 | 109 | 1 | -14 | 0 | 10 | 2
CC(=O)c1cc(CN2CCN(C(C)C)C(CCO)C2)cs1 (centres undefined) | -1 | 9 | 0.4 | 92 | -2 | 3 | 1 | -31 | 1
CCOc1ccc(CNCCCSc2ncccn2)cc1 | 1 | 3 | 0.9 | 100 | -2 | -14 | -1 | 4 | -5
CC(C)(C)C1C/C(=C/c2ccccn2)C(=O)/C(=C/c2ccccn2)C1 (centres undefined) | 1 | 12 | 7.5 | 97 | 1 | 0 | 8 | 27 | -4
O=C(COc1ccc(/C=N/NS(=O)(=O)c2ccccc2)cc1)Nc1ccc(F)cc1 | -2 | 1 | 1.5 | 84 | -4 | -4 | -1 | 0 | -3
Cc1nn(Cc2ccc(Cl)cc2)c(C)c1NC(=O)/C=C/c1cnn(C)c1 | 2 | 0 | 0.6 | 82 | -3 | 11 | 10 | 12 | -1
COc1ccc(NC(=O)C2C3C=CC4(O3)C2C(=O)N(CCN2CCCCC2)C4C(=O)NC2CCCCC2)cc1 (centres undefined) | 40* | -5 | 1.3 | 109 | 8 | -15 | 3 | -6 | 1
CC1(C)C(=O)Nc2ccccc2N1C(=O)COC(=O)c1cccnc1 | · | · | 1.9 | 101 | -2 | · | · | -16 | ·
Cc1nc(CSc2ccc(Cl)cc2)cc(N2CC(C)OC(C)C2)n1 (centres undefined) | 1 | 5 | 1.7 | 91 | -2 | 4 | 11 | 9 | -5
O=C(CCC(=O)NNC(=O)c1ccc(Cl)cc1Cl)NCc1ccccc1 | · | · | 1.7 | 67 | -2 | -4 | · | -8 | ·
O=C(CSc1nnnn1Cc1ccccc1)c1ccc(F)cc1 | 0 | -9 | 0.2 | 106 | -1 | 0 | 4 | 12 | 1
O=C(NCc1ccccn1)Nc1ccccc1C(F)(F)F | 2 | -3 | 3.1 | 82 | -3 | 5 | 5 | -8 | -1
COc1ccc(C2C(C(N)=O)=C(C)Nc3nc(-c4cccc(Cl)c4)nn32)cc1OC (centres undefined) | -2 | 9 | 0.6 | 101 | -7 | 5 | -5 | 7 | -6
COc1cccc(C2=NOC(C(=O)Nc3cccnc3Cl)C2)c1 (centres undefined) | -7 | -7 | 0.6 | 93 | -1 | -6 | -7 | -22 | -3
COc1ccc(C(=O)/C=C/c2ccc(C)cc2)c(OC(=O)c2ccc([N+](=O)[O-])cc2)c1 | -3 | -8 | 0.8 | 97 | 0 | 2 | 3 | -22 | -6
COc1ccc(-c2nc3c(c(=O)[nH]c(=O)n3Cc3ccccc3)n2CCO)cc1 | 0 | 11 | -0.7 | 99 | -2 | -17 | 5 | 7 | -2
COC(=O)C1=CN(CC2CCCO2)C=C(C(=O)OC)C1c1ccccc1C(F)(F)F (centres undefined) | -1 | 5 | 2.2 | 102 | 0 | -1 | 0 | -7 | -7

Exported with tabs: entries from further up
molecule	CTSL1 counter	EBNA-1 inh	PP5 inh	CR mimetic SO	PP1 counter	GASC-1 inh	HCV core dimer	ZTA counter	TPT1 inh
CC(C)(C)C1C/C(=C/c2ccccn2)C(=O)/C(=C/c2ccccn2)C1 (centres undefined)	1	12	7.5	97	1	0	8	27	-4
O=C(COc1ccc(/C=N/NS(=O)(=O)c2ccccc2)cc1)Nc1ccc(F)cc1	-2	1	1.5	84	-4	-4	-1	0	-3
Cc1nn(Cc2ccc(Cl)cc2)c(C)c1NC(=O)/C=C/c1cnn(C)c1	2	0	0.6	82	-3	11	10	12	-1
COc1ccc(NC(=O)C2C3C=CC4(O3)C2C(=O)N(CCN2CCCCC2)C4C(=O)NC2CCCCC2)cc1 (centres undefined)	40*	-5	1.3	109	8	-15	3	-6	1

Following part
SMILES | CTSL1 counter | EBNA-1 inh | PP5 inh | CR mimetic SO | PP1 counter | GASC-1 inh | HCV core dimer | ZTA counter | TPT1 inh
CCOC(=O)COc1nc(N(C)C)nc(N(C)C)n1 | -1 | 6 | -0.9 | 87 | 2 | -5 | 0 | -2 | -3
Cc1ccc(CN2CCN(Cc3cnn(-c4ccc(Cl)cc4)c3)CC2CCO)o1 (centres undefined) | -2 | -4 | -0.6 | 114 | -2 | -7 | 0 | -14 | -2
Cc1cc(C)n(C(=O)Cn2nc(C)c(Br)c2C)n1 | -2 | 4 | 1.0 | 106 | -4 | -1 | -2 | 3 | -3
Cn1c(=O)n(Cc2ccccc2F)c(=O)c2c1nc1n2CCCN1CCc1ccccc1 | 1 | 2 | 4.3 | 98 | 0 | 7 | 11 | 10 | 5
CCCCCCCCCc1nc2sc3c(c2c(=O)n1NC(=O)c1ccccc1[N+](=O)[O-])CC(C)(C)OC3 | 7 | -7 | 2.2 | 101 | -3 | 0 | 22 | 2 | -2
Cc1ccc(-c2nc(CN(Cc3cnn(C)c3)C(C)C)c(C)o2)o1 | 1 | 2 | -1.1 | 79 | -2 | -1 | -3 | -21 | -3
CCCCN1C(=O)C(NC(=O)c2cccnc2)(C(F)(F)F)C2=C1CC(C)(C)CC2=O (centres undefined) | -1 | 8 | -3.3 | 82 | -1 | -10 | 3 | -6 | -4
COc1cc2c3nnc(-c4ccccc4)c-3cn(Cc3ccc(F)cc3)c2cc1OC | 1 | -20 | 5.1 | 146 | 8 | -3 | 2 | -17 | 9
CCOc1ccccc1Nc1ccc(C(=O)O)cc1NC(C)=O | 1 | 4 | 1.2 | 104 | 0 | · | -4 | 1 | 1
CCOc1cc(S(=O)(=O)Nc2ccncc2)ccc1F | -1 | -3 | 1.3 | 99 | -5 | 3 | 10 | 0 | -1
C/C(Cc1ccccc1)=N\NC(=O)CNC(=O)COc1cccc(C)c1 | 0 | 5 | 0.1 | 91 | -2 | 3 | 1 | 8 | -2
